ABHD5-PLIN5 inh: inhibitors of human ABHD5-perilipin-5 interaction; actives 0.78% (n = 360,000); Split G. princeps luciferase complementation, luminescence, 4 h; Q00G26+Q8WTS1; inhibition, % at 4 µM;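 active = inhibition above the mean inhibition across every tested compound plus 3 SD, cut at about 22% in these data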;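 also: 0% = DMSO only wells and the 100% control is not disclosed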
Target sequence (Q00G26 whole entry, looked up): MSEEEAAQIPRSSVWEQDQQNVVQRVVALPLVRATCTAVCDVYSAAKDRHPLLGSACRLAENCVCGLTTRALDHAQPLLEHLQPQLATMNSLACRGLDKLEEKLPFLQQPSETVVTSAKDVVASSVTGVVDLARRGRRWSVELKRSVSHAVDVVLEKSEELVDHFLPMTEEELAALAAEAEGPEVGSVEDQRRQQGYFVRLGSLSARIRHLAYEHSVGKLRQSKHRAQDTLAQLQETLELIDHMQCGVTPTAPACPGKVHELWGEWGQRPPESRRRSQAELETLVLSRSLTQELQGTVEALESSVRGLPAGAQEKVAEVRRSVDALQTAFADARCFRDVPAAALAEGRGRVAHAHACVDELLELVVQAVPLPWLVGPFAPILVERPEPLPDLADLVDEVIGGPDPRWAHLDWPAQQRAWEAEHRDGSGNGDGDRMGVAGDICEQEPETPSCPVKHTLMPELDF
Target sequence (Q8WTS1 whole entry, looked up): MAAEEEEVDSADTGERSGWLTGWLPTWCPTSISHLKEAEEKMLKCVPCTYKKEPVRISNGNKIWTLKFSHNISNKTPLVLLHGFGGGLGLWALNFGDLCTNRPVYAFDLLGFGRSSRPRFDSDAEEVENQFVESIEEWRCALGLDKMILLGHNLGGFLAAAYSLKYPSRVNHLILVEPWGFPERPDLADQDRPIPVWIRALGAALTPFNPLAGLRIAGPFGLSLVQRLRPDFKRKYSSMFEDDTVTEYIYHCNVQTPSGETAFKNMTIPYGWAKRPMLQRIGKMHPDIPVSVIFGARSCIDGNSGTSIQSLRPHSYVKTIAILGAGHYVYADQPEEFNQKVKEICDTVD
SRC2 inh: human SRC2 (NCOA2) inhibition. Q15596. HEK293 GAL4-SRC2 luciferase reporter, luminescence. inhibition, % at 9 µM. actives 0.17% (n = 370,000). AID 651957;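 active = inhibition above the mean inhibition of all tested compounds plus 3 SD, set per campaign, cut at about 52% in these data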;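 also: 0% = DMSO treated cells and 100% = cells given Gossypol at 36 µM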
NCOA3 inh: inhibits human SRC3 coactivator; Q9Y6Q9; inhibition, % at 3.6 µM; actives 0.17% (n = 360,000); HEK293 GAL4-SRC3 luciferase reporter, luminescence;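 active = inhibition above a per-campaign cutoff, the mean of all compounds plus 3 SD, cut at about 60% in these data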;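 also: 0% = DMSO-treated cells and 100% = gossypol-treated cells at 36 µM; higher means less SRC3-driven luciferase light from the GAL4 reporter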
SRC1 inh: human NCOA1 inhibition. inhibition, % at 3.6 µM. Q15788. actives 0.12% (n = 360,000). HEK293 GAL4-SRC1 luciferase reporter, luminescence. AID 588354;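 active = inhibition above the campaign mean plus 3 SD, with each screening campaign given its own cutoff, cut at about 60% in these data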;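 also: 0% = DMSO treated cells and 100% = gossypol at 36 µM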
LRH-1 inv ag: suppresses constitutive activity of human LRH-1; HEK293T StAR-luciferase reporter, LRH-1 transfected, 24 h; AID 602396; inhibition, % at 3.6 µM; actives 0.13% (n = 360,000); O00482;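 active = inhibition above the mean inhibition of all tested compounds plus 3 SD, cut at about 73% in these data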;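 also: 0% = DMSO wells and 100% = reporter-only cells lacking LRH-1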
NOD2-RIPK2 inh: blocks binding of human NOD2 to RIPK2; O43353; CHO BLA complementation NOD2-RIPK2, CCF4 ratio; inhibition, % at 4.98 µM; actives 0.38% (n = 360,000); AID 624267; in the data active = inhibition above about 21%;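 also: 0% = vehicle only and 100% = reference blocker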
MC4R barr agon: human MC4R agonism via beta-arrestin. P32245. U2OS MC4R beta-arrestin complementation, luminescence; percent of melanotan II response, DMSO zero. activation, % at 8.9 µM. actives 0.98% (n = 360,000). AID 540308;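 active = activation above a per-plate cutoff, the mean activation of sample wells on that plate plus 3 SD, cut at about 8% in these data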
COUP-TFII inh: NR2F2 (human) inhibition, primary screen; inhibition, % at 8.6 µM; HEK293T NGFI-A luciferase reporter, luminescence; actives 0.7% (n = 370,000);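 active = inhibition above a per-plate cutoff, mean inhibition of test wells between control levels plus 3 SD, cut at about 38% in these data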;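 also: cells cotransfected with COUP-TFII expression vector driving the NGFI-A reporter; 0% = median of COUP-TF2 test wells and 100% = reporter-only cells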
MC4R antag cAMP: antagonists of human melanocortin 4 receptor (MC4R); inhibition, % at 6.5 µM; P32245; MC4R-expressing cells, MTII-stimulated cAMP, LANCE TR-FRET; actives 0.48% (n = 360,000);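 active = inhibition above its plate's cutoff, the mean of tested wells on that plate plus 3 SD, cut at about 29% in these data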;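 also: 0% = Melanotan II alone and 100% = Melanotan II plus saturating MCL0020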
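Assay system: U2OS cells stably expressing human melanocortin 4 receptor (MC4R) / Dosing: 6.5 µM / Timing: compound 30 min, challenge 1 h, detection 1 h / Measured by: Eu-cAMP/anti-cAMP TR-FRET, emission 671 nm / Replicates: singlicate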
LMP1 NFkB inh: Epstein-Barr LMP1 NF-kappaB reporter inhibition; LMP1-induced NF-kappaB luciferase reporter cells, luminescence; inhibition, % at 12.5 µM; actives 0.69% (n = 350,000); AID 504558; in the data active = inhibition above about 41%;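 also: 0% = neutral control wells and 100% = reference inhibitor control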
TLR9-MyD88 block: blocks human TLR9 binding to MyD88; actives 0.21% (n = 340,000); inhibition, % at 4.98 µM; AID 504734; CHO BLA complementation TLR9-MyD88, CCF4 FRET ratio;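 active = inhibition above the mean over all tested compounds plus 3 SD, cut at about 21% in these data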;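 also: 0% = DMSO only wells and 100% = clavulanate BLA inhibitor control wells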
* = called active by the depositor; nt = no result given. This is a subset. The share of hits here may be higher or lower than overall.

ABHD5-PLIN5 inh	SRC2 inh	NCOA3 inh	SRC1 inh	LRH-1 inv ag	NOD2-RIPK2 inh	MC4R barr agon	COUP-TFII inh	MC4R antag cAMP	LMP1 NFkB inh	TLR9-MyD88 block	Compound
7	-2	4	-7	-5	4	-1.4	16	2	-3	12	COc1ccc(S(=O)(=O)NCc2cccnc2)cc1NC(=O)c1ccc(Cl)cc1
0	-12	15	-19	-6	-38	-0.7	-21	14	3	-7	N#Cc1ccccc1OCC(=O)OCC(=O)NC1CC1
3	-14	3	4	-1	-7	-0.1	-5	25	-4	0	Cc1c(CCC(=O)O)c(=O)oc2c(C)c3occ(-c4ccc(Cl)cc4)c3cc12
-7	-37	-2	8	-1	2	0.3	17	-7	-1	9	CC(=O)c1ccc(S(=O)(=O)Nc2ccc(C(=O)NC3CC3)cc2)cc1
4	-37	13	8	16	3	-0.5	-3	6	-6	0	O=Cc1c(Cl)nc2ccccn2c1=O
-9	-55	-5	-16	-30	6	3.4	-13	12	-4	2	CN(c1ccccc1)c1nc(N)c([N+](=O)[O-])c(N2CCCCCC2)n1
7	-47	3	4	16	3	-2.4	-7	-2	9	-11	O=C(Nc1nc2ccccc2n1Cc1ccccc1)c1ccc(COc2ccccc2[N+](=O)[O-])o1
-6	-35	-22	-21	12	-6	-2.4	-18	0	-1	-4	COc1cccc(-c2cc(C(=O)Nc3cccnc3Cl)no2)c1
3	16	10	0	-2	5	-5.8	17	9	21	3	COc1ccc(CC(NC(C)=O)C(=O)NC2CCN(c3c(Cc4ccccc4)c(C)nc4ncnn34)CC2)c(OC)c1 (stereo not given)
-12	16	10	-29	-6	-2	-2.4	12	-7	6	0	Fc1ccc(CSc2ncnc3scc(-c4ccccc4)c23)cc1
-6	-8	-7	-37	-15	-10	-0.4	-6	-2	1	-10	O=C(NCc1ccccn1)NC12CC3CC(CC(C3)C1)C2
-6	-13	-8	-9	-31	-12	1.2	-1	5	-11	-4	O=C(C1=COCCO1)N(Cc1nnc(-c2ccc(Cl)cc2)o1)C1CC1
8	-22	1	15	4	-8	-0.7	-1	2	15	3	C[C@H]1CC[C@@]2(O[C@@H](CCO)C[C@@H](O)[C@@H]2O)O1
9	-13	9	-6	-8	-11	1.5	2	5	-2	-17	O=S(=O)(Nc1ccc2c(c1)OCO2)c1ccc(Cl)cc1F
10	-12	12	12	15	0	2.6	-4	-3	5	6	COc1ccc(N2CCN(C(c3ccc4ncccc4c3)c3nnnn3C(C)C)CC2)cc1 (stereo not given)
-8	-4	-23	-15	-1	-2	1.6	10	-3	-2	-1	COc1ccccc1N(CC(=O)NC1CCCC1)C(=O)c1csnn1
-10	nt	25	-34	28	-7	0.4	nt	-10	-2	2	COC(=O)c1cc(OC)c(OC)cc1NC(=O)c1c(-c2ccccc2)noc1C
-1	13	20	5	7	-2	-1.1	4	1	8	6	CC1CC(N(C(=O)c2ccco2)c2ccccc2)c2ccccc2N1C(=O)c1ccco1 (stereo not given)
-6	-37	5	-13	12	2	-2.6	7	8	3	-3	C/C(=N\NC(=O)c1ccncc1)c1cc2ccccc2oc1=O
20	-38	-37	-78	-32	13	-0.7	-15	7	-2	4	O=C(Nc1ccccc1)C(Cl)C(=O)c1ccccc1 (stereo not given)
-4	nt	-10	1	9	-6	-0.5	nt	0	1	-7	NS(=O)(=O)c1ccc(CNC(=O)NC23CC4CC(CC(C4)C2)C3)cc1
-2	18	14	5	18	-12	-0.3	7	-3	-31	9	CCOC(=O)c1cnn(-c2ncnc3sc4c(c23)CCC4)c1N
2	-2	15	7	20	-14	4.8	2	5	3	8	CC(O)C(NS(=O)(=O)c1ccc(Cl)cc1)C(=O)OCC(=O)Nc1cccnc1Cl (stereo not given)
-5	-1	-41	-14	-10	-4	-0.7	-7	0	-4	-3	Cc1oc2c(c1C(=O)Nc1cccc(C(=O)O)c1)CCCC2
-2	-10	-6	-18	-13	-4	0.7	24	0	-2	-1	O=C(Cc1cccc(NC(=O)C2CCN(C(=O)C3CCCCC3)CC2)c1)Nc1cccc(C(=O)N2CCCCC2)c1
-1	3	-2	4	13	-8	-1.7	-5	3	-3	5	COc1ccc2[nH]c3c(c2c1)CCN1C(=O)C(CC(=O)NCc2ccc(OC)c(OC)c2)C[C@H](C(=O)N2CCOCC2)[C@@]31C (stereo not given in full)
-11	-11	-16	-14	3	2	-4.6	6	12	3	-10	COc1cccc(NC(=O)CN(C)C(=O)c2ccc(S(=O)(=O)Nc3ccccc3F)cc2)c1
-14	8	10	-5	-8	4	-0.8	2	-1	1	-3	CC(C)c1ccc(CCNC(=O)CSC(=S)N2CCCC2)cc1
1	-34	1	-21	-5	-11	-0.2	11	2	0	6	CCS(=O)(=O)c1nn2c(N)c(/C=C3/C=CC(=O)C(OC)=C3)c(=O)nc2s1
3	-3	18	4	21	0	0.5	5	-2	-9	-6	CC(C(c1cccs1)c1c(N)n(C)c(=O)n(C)c1=O)[N+](=O)[O-] (stereo not given)
-4	2	-9	-11	13	4	-0.4	7	5	2	-11	COC(=O)c1sccc1NC(=O)Nc1ccc(F)cc1F
-8	1	5	1	-12	7	7.9	5	1	-19	-1	Cc1oc(C(C)(C)C)cc1-c1cc(NC(=O)c2ccc([N+](=O)[O-])cc2)n[nH]1
-2	-17	-9	-3	-17	4	2.2	-6	11	-1	0	Cc1ccc(NCCCn2cnc3c(OCc4ccccc4)ncnc32)cc1C
0	19	14	-10	-2	1	1.5	-17	18	-4	3	CCc1ccc(NC(=O)C(CC)Sc2nc3ccsc3c(=O)n2CCC(=O)O)cc1 (stereo not given)
3	-48	nt	nt	18	4	nt	-11	nt	nt	nt	COCCNC(=O)c1cc2c(Br)ccc(Br)c2nc1N
-10	1	6	7	4	14	2.4	7	14	0	1	CN(C)N1C(N)=C(C#N)C(c2ccccc2F)C2=C1CC(C)(C)CC2=O (stereo not given)
-3	-6	-25	-6	3	6	-0.3	0	15	0	-6	CCc1ccc(CNC(=O)CCCn2nc(C)n3ccnc3c2=O)cc1
6	-5	0	-16	5	-10	-3.0	10	0	-5	0	C=CCn1c(SCC(=O)NC2CC2)nnc1C1CC1
2	nt	0	3	-9	-2	-1.1	nt	7	2	14	C#CCOCCOCCOCCNc1nc(N2CCN(C(=O)[C@H](CCC(=O)O)n3cc(C(N)[C@H](C)CC)nn3)CC2)nc(N2CCN(C(=O)[C@H](Cc3ccc(O)cc3)n3cc(C(N)[C@H](C)CC)nn3)CC2)n1 (stereo not given in full)
7	-35	-8	-35	-21	-6	1.0	9	11	-9	-5	O=C(N=C1c2ccccc2CN1c1cccc(Cl)c1)c1cccnc1
-8	20	0	13	-2	2	1.2	-7	-2	1	-6	O=C(OCc1cnc(Cl)s1)c1cccc(Cl)c1Cl
-3	9	-14	-18	14	-5	-0.9	11	1	11	5	CC1CCC(Nc2nnnn2-c2ccccc2)CC1 (stereo not given)
9	-18	3	14	14	-2	3.6	6	3	2	11	Cc1cc(NC(=O)CSCC(=O)NC(C)c2ccccc2)no1 (stereo not given)
10	-53	-28	-24	-44	6	8.6*	-9	1	-45	-7	COc1cccc(C(=O)O/N=C(\N)c2ccc([N+](=O)[O-])cc2)c1OC
8	-26	-49	-91	-41	-11	0.1	0	2	-18	-1	Cn1c(/C=C/c2ccccc2)nc2ccccc2c1=O
7	-37	-7	7	-23	-4	-2.5	3	0	-2	4	CCN=c1sc(C(=O)NCCc2ccccc2)cc(=O)n1CC
-5	-22	15	3	9	0	3.1	2	7	6	2	Cc1ccc(-n2nnnc2SCC(=O)c2ccc3c(c2)NC(=O)CO3)c(C)c1
3	-12	-25	2	8	0	-1.2	-8	-4	-3	-3	O=C(OCc1ccccc1)N1CCC2CC1c1cc(-c3cc4ccccc4o3)ccc12 (stereo not given)

A run of entries from further up, as a working copy:
ABHD5-PLIN5 inh	SRC2 inh	NCOA3 inh	SRC1 inh	LRH-1 inv ag	NOD2-RIPK2 inh	MC4R barr agon	COUP-TFII inh	MC4R antag cAMP	LMP1 NFkB inh	TLR9-MyD88 block	Compound
-8	20	0	13	-2	2	1.2	-7	-2	1	-6	O=C(OCc1cnc(Cl)s1)c1cccc(Cl)c1Cl
-3	9	-14	-18	14	-5	-0.9	11	1	11	5	CC1CCC(Nc2nnnn2-c2ccccc2)CC1 (stereo not given)

(cont.)
ABHD5-PLIN5 inh	SRC2 inh	NCOA3 inh	SRC1 inh	LRH-1 inv ag	NOD2-RIPK2 inh	MC4R barr agon	COUP-TFII inh	MC4R antag cAMP	LMP1 NFkB inh	TLR9-MyD88 block	Compound
-5	-9	53	46	21	-10	1.8	-14	19	-1	nt	Cc1ccc(C2NC(=O)CCC2[N+](=O)[O-])cc1 (stereo not given)
16	-8	7	-39	2	-1	0.7	6	-2	0	2	CCN(CC)CCCCN1c2ccccc2Sc2ccccc21
-2	-16	0	-8	-6	4	1.7	8	10	4	4	COC(=O)c1ccc(NC(=O)c2cc[n+]([O-])cc2)cc1
-2	-2	1	-2	-5	-7	-1.7	15	9	6	-10	CSc1ccc(CN2CCC(n3nccc3NC(=O)c3ccccc3C)CC2)cc1
1	-16	12	2	9	-6	-0.7	2	3	6	-5	O=C(NCc1cccnc1)c1cccc(Cl)c1
-5	-2	-2	-13	2	-5	0.5	-9	6	-13	5	O=S1(=O)N=C(N2CCN(c3ccc(F)cc3)CC2)c2ccccc21

Assay outcomes (PubChem)
